# Screens (PubChem)
# Wnt bcat act: Wnt/beta-catenin pathway activators, primary screen, cell-based, plate reader, single point. Wnt/beta-catenin reporter cell assay, activator. activation, % at 9.35 µM. 1.2% of 300,000 active. AID 743398, 2014; in the data active = activation above about 30%, passing the limit was not always enough;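 also: 0% = neutral control wells and 100% = positive control wells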
# phage Ecoli inh: growth loss of phage-infected E. coli, primary screen, RecBCD inhibitor project, absorbance, with phage, HTS; 0.26% of 360,000 active; inhibition, % at 11.9 µM; in the data active = inhibition above about 11%
# Rtt109 Vps75: inhibitors of C. albicans Rtt109/Vps75 HAT, primary screen, biochemical, ThioGlo CoA-SH fluorescence, plate reader; Histone acetyltransferase RTT109 (Candida albicans (strain SC5314 / ATCC MYA-2876)), …; purified Rtt109/Vps75, 4 h; inhibition, % at 34.9 µM; 0.16% of 330,000 active;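 active = inhibition of at least 50% in every replicate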
# Target sequence (Q5AAJ8 whole entry, looked up): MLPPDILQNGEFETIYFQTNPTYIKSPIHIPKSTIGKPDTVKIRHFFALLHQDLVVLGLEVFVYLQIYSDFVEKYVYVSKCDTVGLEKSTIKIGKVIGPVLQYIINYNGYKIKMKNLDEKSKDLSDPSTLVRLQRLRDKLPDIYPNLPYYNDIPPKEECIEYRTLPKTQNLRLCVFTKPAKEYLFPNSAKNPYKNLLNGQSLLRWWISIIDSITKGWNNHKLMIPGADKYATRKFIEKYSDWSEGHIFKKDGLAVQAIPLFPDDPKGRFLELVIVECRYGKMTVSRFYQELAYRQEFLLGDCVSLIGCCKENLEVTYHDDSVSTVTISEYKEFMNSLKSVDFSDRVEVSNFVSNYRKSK
# CAL PDZ FP: CAL PDZ peptide-binding inhibitors, primary screen, biochemical, fluorescence polarization, Cer-tagged CAL PDZ, HTS | Golgi-associated PDZ and coiled-coil motif-containing protein (Homo sapiens), Q9HD26 | purified CAL PDZ, TMR-peptide fluorescence polarization, 1 h | inhibition, % at 20 µM | 0.02% of 330,000 active;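 active = highest replicate inhibition of at least 40%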;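 also: plate controls were DMSO neutral control wells for no effect and unlabeled competitor peptide control wells for full effect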
#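 Read-out basis: mP drop reported as inhibition | Assay system: Tagged CAL PDZ protein CerCALP, purified | Benchmarks: Unlabelled peptide for full inhibition, DMSO wells as neutral | Schedule: 1 h incubation at room temperature before polarization reading | Buffer or medium: Sodium phosphate/NaCl buffer pH 7.4 with TCEP, IgG, Thesit | Doses: Single point, 20 µM | Measured by: Fluorescence polarization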
# Tat transport: E. coli Tat export inhibitors, primary screen, MC4100, TorA-mCherry reporter, fluorescence, single point. inhibition, % at 10 µM. 0.036% of 340,000 active. AID 488895, 2010;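 active = mean replicate inhibition at least 50% and at least half of replicates individually reaching 50%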;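 also: exported cargo escapes ClpAP degradation while cytoplasmic cargo is degraded and loses fluorescence; 0% = median of neutral control wells and 100% = median of NaSCN control wells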
# AddAB inh: growth inhibition of E. coli expressing H. pylori AddAB, primary screen, AddAB inhibitor project, absorbance. inhibition, % at 11.9 µM. 0.29% of 330,000 active; in the data active = inhibition above about 12%;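 also: 0% = vehicle wells of infected cells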
# DAGLB inhibitor: DAGLB lipase inhibitors, primary screen, biochemical, fluorescence, HTS; AID 504411, 2011; Diacylglycerol lipase-beta (Homo sapiens), Q8NCG7; inhibition, % at 5.17 µM; HEK293T DAGLB membrane lysate, EnzChek fluorogenic substrate; 0.059% of 340,000 active; in the data active = inhibition above about 34%;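 also: 0% = enzyme with vehicle and 100% = wells lacking enzyme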
# Target sequence (Q8NCG7 whole entry, looked up): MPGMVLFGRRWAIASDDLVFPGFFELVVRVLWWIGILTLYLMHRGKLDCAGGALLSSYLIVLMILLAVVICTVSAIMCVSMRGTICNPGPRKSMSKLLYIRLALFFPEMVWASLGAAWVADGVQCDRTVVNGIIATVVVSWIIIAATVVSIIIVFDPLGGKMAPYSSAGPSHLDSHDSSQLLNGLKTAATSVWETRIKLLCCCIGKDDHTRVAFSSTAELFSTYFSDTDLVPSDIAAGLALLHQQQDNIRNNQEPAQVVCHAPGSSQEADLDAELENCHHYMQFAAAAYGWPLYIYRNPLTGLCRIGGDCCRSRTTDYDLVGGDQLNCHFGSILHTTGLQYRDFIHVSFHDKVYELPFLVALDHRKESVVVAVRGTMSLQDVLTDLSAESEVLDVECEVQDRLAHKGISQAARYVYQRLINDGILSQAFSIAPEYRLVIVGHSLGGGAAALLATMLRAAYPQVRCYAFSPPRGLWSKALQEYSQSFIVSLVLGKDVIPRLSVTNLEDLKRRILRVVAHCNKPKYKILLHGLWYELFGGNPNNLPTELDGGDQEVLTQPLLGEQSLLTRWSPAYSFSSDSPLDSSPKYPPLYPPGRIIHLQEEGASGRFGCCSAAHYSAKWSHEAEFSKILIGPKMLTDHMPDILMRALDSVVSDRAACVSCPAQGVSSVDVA
# PvdQ inh: P. aeruginosa PvdQ acylase inhibitors, primary screen, biochemical, fluorescence, plate reader and imaging, single point. AID 488965, 2010. purified PvdQ acylase. 0.063% of 340,000 active. inhibition, % at 10 µM. PvdQ acylase [Pseudomonas aeruginosa LESB58]; in the data active = inhibition above about 30%, passing the limit was not always enough;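 also: 0% = vehicle neutral wells and 100% = reference inhibitor wells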
# PfHsp90 set2: growth inhibition of PfHsp90-expressing yeast, primary screen, antimalarial PfHsp90 inhibitor project, S. cerevisiae, BacTiter-Glo luminescence, single point, set 2; BacTiter-Glo ATP, 48 h; yeast lacking PDR1 and PDR3 efflux regulators; inhibition, % at 9.4 µM; 0.32% of 310,000 active;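 active = every replicate shows inhibition above about 80%, whatever the replicate mean, limit read from the data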;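 also: 0% = DMSO neutral controls and 100% = 20 µM radicicol positive controls; yeast relying on Plasmodium falciparum Hsp90 in place of its own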
# E coli growth: E. coli V3065 growth inhibition, primary screen, counter-screen for AddAB inhibitor project, absorbance, OD600; 18 h; inhibition, % at 11.9 µM; 0.27% of 330,000 active; AID 449728, 2010;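 active = inhibition above the campaign's mean inhibition across all tested compounds plus 3 SD, cut at about 9.9% in these data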;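 also: uninfected addAB+ strain grown without phage in ampicillin broth; 0% = DMSO wells and 100% = ciprofloxacin 0.95 µg/ml wells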
# * = called active by the depositor; · = no result given; & = joins results of further samples. Not a hit list (roughly 1.9% active in at least one column).
smiles	Wnt bcat act	phage Ecoli inh	Rtt109 Vps75	CAL PDZ FP	Tat transport	AddAB inh	DAGLB inhibitor	PvdQ inh	PfHsp90 set2	E coli growth
O=C(O)C1C2C=CC(CC2)C1C(=O)O (stereo unspecified)	·	2.8	9	-2.0	-6	1.4	-2	11	·	1.2
Cc1ccccc1OCc1nnc(SCC(=O)Nc2ccc3c(c2)OCO3)n1C	·	3.0	4	-0.7	0	0.0	3	2	-28	-2.3
O=C(CNC(=O)c1ccc(Cl)cc1Cl)OCCOc1ccccc1	-4	4.0	9	-1.6	6	-0.8	-2	3	3	-1.6
Cc1ccc2c(Cl)c(C(=O)Nc3cccnc3)sc2c1	·	4.8	-4	-2.6	20	1.9	-2	-3	-7	0.2
CCCCCCSc1ccc([C@@H]2[C@@H]3C(=O)N(C)C(=O)[C@@H]3[C@]3(C(=O)OC)CCCCN23)cc1OC	-8	4.7	-11	-0.7	5	-1.5	-9	1	-41	-1.7
COc1ccc(N2C(=O)CC(N(Cc3ccc(S(N)(=O)=O)cc3)C(C)=O)C2=O)cc1 (stereo unspecified)	-1	4.5	-4	-1.4	11	-1.1	-1	-9	22	2.2
O=C(NCCN1CCCC1)C1(S(=O)(=O)c2ccc(Cl)cc2)CC1	-3	2.7	-7	-0.4	-10	0.1	2	-9	-9	-0.7
CCc1nc(SCC(=O)NNC(=O)c2ccc(OC)cc2)c2ccccc2n1	-3	4.0	-9	·	1	0.4	-1	-7	-45	-2.8
O=C1CCCC(O)=C1N=Nc1ccc2ncsc2c1	15	1.0	13	0.2	3	1.1	0	-6	-22	-2.2
c1ccc(Cc2nn3c(COc4ccccc4)nnc3s2)cc1	·	3.5	-13	-2.2	10	0.2	-6	-19	-20	-1.6
O=c1c2ccccc2nc(-c2ccco2)n1/N=C/c1ccco1	1	1.1	1	0.4	2	1.0	-1	-6	50	-1.0
COc1ccc(OC)c(NC(=O)CSc2nc3nc(C)cc(C)n3n2)c1	-3	-1.9	4	-0.4	12	4.5	1	7	-16	-1.8
CCOC(=O)c1cc(NC(=O)c2c(C)noc2C)cc(C(=O)OCC)c1	1	2.8	-17	·	4	0.3	-2	-21	25	1.6
Cc1cnc(C(=O)OCC(=O)Nc2ccc(Cl)cc2Cl)cn1	·	-1.9	1	-1.9	3	-1.8	-3	-11	13	5.3
CCOC(=O)c1ccc(NC(=O)CN2C(=O)CN(C(C)=O)C2=S)cc1	-1	1.2	8	-1.5	8	1.1	-1	5	-16	-2.1
COc1ccccc1-n1c(SCC(=O)N2CCCC2)nc2cccnc21	·	-0.2	-8	-1.2	16	3.4	1	-5	-4	-0.6
CCOC(=O)C1=C(N)Oc2cc(O)ccc2C1c1ccccc1 (stereo unspecified)	-1	3.7	-3	0.8	4	0.2	-1	-1	-3	-0.9
O=C(NCC(=O)N1CCN(S(=O)(=O)c2ccccc2F)CC1)c1ccc2ccccc2c1	-1	2.1	-6	-2.2	5	3.1	-1	-12	-11	-0.1
c1cn2c(NC3CCCCC3)c(-c3ccc(SC4CCCCC4)cc3)nc2cn1	-9&-2	1.9&-2.1	-6	0.5	-4	1.6	-2	-13	-14	-0.2
Cc1onc(-c2ccccc2Cl)c1C(=O)N1CCN(C(=O)c2ccco2)CC1	·	1.3	5	-2.0	-12	0.2	-2	-13	-13	0.9
CC1CCN(C(=O)CSCc2ccc(Cl)cc2)CC1	·	1.9	-6	-0.8	10	6.3	-4	0	-19	3.7
CNC(=S)N(C)[C@H]1c2c(ccc3ccccc23)OC[C@H]1CO	-5	3.8	-5	0.5	-13	1.2	-1	-4	7	-1.7
Cn1c(Cn2nnc3ccccc32)nnc1SCC(=O)N1CCc2ccccc21	-4	1.7	2	-1.3	1	-0.2	1	-8	-25	-1.1
C=CCn1c(Sc2nc(C)cs2)nc2c1c(=O)[nH]c(=O)n2C	0	1.4	-6	0.7	8	-2.6	2	-12	9	-0.9
Cc1ccc(NS(=O)(=O)c2ccc(OCC(=O)NCC3CCCO3)cc2)cc1 (stereo unspecified)	0	4.3	0	·	-10	2.8	-1	-5	4	2.2
COC(=O)/C=C1/N/C(=N\c2nc(C)cc(C)n2)N(c2cccc(C)c2)C1=O	·	3.8	0	1.2	1	0.1	1	0	21	-2.1
CC(C)OCCCNc1ccc(N2C(=O)CCCC2=O)cc1[N+](=O)[O-]	-2	4.2	11	-0.8	-10	-0.8	2	-3	-15	-1.5
COC(=O)/C=c1/s/c(=C(/C#N)C(=O)N2CCOCC2)n(-c2ccccc2)c1=O	0&2	2.2	-5	-1.5	-5	0.6	-2	-4	3	0.0
COc1ccc2c(c1)c(=O)oc1c(C)c(OC(C)C(=O)NCC3CCC(C(=O)O)CC3)ccc12 (stereo unspecified)	-1	2.6	-3	-5.5	4	1.2	-2	-47	-2	-2.8
CS(=O)(=O)c1nc(-c2ccc(Br)cc2)cc(-c2ccccc2)c1C#N	-3	0.3	10	-0.2	1	0.8	9	-4	-12	-1.9
CC(/C=C/c1ccc2c(c1)OCO2)=N/NC(=O)C1COc2ccccc2O1 (stereo unspecified)	5	3.9	·	·	·	-0.5	·	·	·	-0.2
CN(C)c1nc(Oc2ccc(=O)[nH]n2)nc(N2CCOCC2)n1	·	3.0	1	-0.5	-6	4.0	-1	6	-7	-0.3
Nc1ccc2nc(SCC(=O)Nc3ccc(N4CCOCC4)c(Cl)c3)sc2c1	-26	7.6	4	1.5	-22	7.0	3	-9	11	5.3
CC1Cc2ccccc2N1Cc1cccc([N+](=O)[O-])c1 (stereo unspecified)	·	·	-22	0.2	13	2.2	-2	-14	16	-0.8
Cc1ccc(-c2nc3ccccc3c(=O)n2CCCn2ccnc2)cc1	-3	3.7	10	-3.4	-10	-0.3	3	5	3	-5.3
C=CCn1c(COc2ccccc2)nnc1SCC(=O)Nc1ccc(S(N)(=O)=O)cc1	-1	1.0	0	-0.5	-7	2.5	-5	0	-7	0.2
Cc1cc(C(=O)CSc2nnc(-c3ccncc3)n2-c2ccccc2)c(C)n1C	·	0.0	3	-0.8	20	-0.6	4	-2	·	-2.9
C=CCNC(=O)c1ccc2c(=O)n(CCCN3CCCC3=O)c(=S)[nH]c2c1	-1	3.5	-5	-0.1	-4	3.2	0	-1	·	-0.8
CCOC(=O)N1CCC(NC(=O)CS(=O)Cc2nc(-c3ccc(C)cc3)oc2C)CC1 (stereo unspecified)	1	-0.6	-2	-3.4	9	-0.1	2	-12	-34	0.9
CCOc1ccccc1NC(=O)Cn1c(=O)c(OCC)nc2cnccc21	·	·	-11	-1.4	4	1.7	-4	-15	3	-2.4
O=[N+]([O-])c1ccc(OCC(O)CN(C2CCCCC2)C2CCCCC2)cc1 (stereo unspecified)	-1	3.1	-2	-1.2	0	2.1	1	11	-4	1.6
Cc1ccc(C(=O)NCCNc2nc3cc(C)c(C)cc3cc2C)cc1	-5	5.9	-1	-2.8	-4	-0.2	2	4	-3	0.2
O=C1c2ccccc2C(=O)N1Cc1nc2ccccc2c(=O)n1CCCn1ccnc1	·	2.7	0	0.0	3	·	-3	4	30	·
CC(C)(C)NC(=O)c1ccccc1NC(=O)C1CCCO1 (stereo unspecified)	-1	5.3	0	0.0	-3	3.5	0	-15	19	1.5
O=C(Nc1ccncc1)c1ccc2c(c1)S(=O)(=O)c1ccccc1C2=O	-2	0.9	-7	1.1	11	2.1	2	-12	-14	2.1
Cc1ccc(C(c2sc3nc(C)nn3c2O)N2CCN(c3ccccc3F)CC2)cc1 (stereo unspecified)	-2	2.2	10	0.1	6	0.2	3	-4	-21	0.3
COCCN1CCC(CNCc2cn[nH]c2-c2ccc(C)c(C)c2)C1 (stereo unspecified)	4	-0.5	8	-3.1	8	-1.2	-1	-14	2	-1.5
CN1C[C@@H]2[C@@H]3C(=O)N(C)C(=O)[C@@H]3[C@](C)(C1=O)N2C(=O)c1ccccc1	·	·	-1	-0.4	0	·	-2	-17	-12	·
O=C(Nc1ccccc1)OC(CN1CCCCC1)C(F)(F)F (stereo unspecified)	-2	1.5	-8	-0.4	-4	4.5	-10	2	3	3.4
COc1ccc(OC)c(S(=O)(=O)NC(C)c2ccc(-n3ccnc3)cc2)c1 (stereo unspecified)	2	1.0	1	-0.8	3	2.2	2	-11	-5	0.3
COc1cc([N+](=O)[O-])ccc1-c1ccc(/C=N/NC(N)=O)o1	6	-2.2	-6	10	16	0.8	-1	-15	-29	0.3
CCOC(=O)c1nnn(-c2nonc2N)c1CSc1ccccn1	-2	3.4	-5	-4.5	2	2.6	1	-6	-24	0.8
COc1ccc(-c2cc3ccc(OC)cc3cn2)cc1	7	2.5	-2	-1.1	-43	0.4	-5	-12	-2	-0.7
N#CC1=C(N)Oc2cc(O)ccc2C1c1ccc(Br)s1 (stereo unspecified)	0	-2.8	-4	-2.8	-5	·	4	-3	-34	·
CCOC(CCNC(=O)c1cn(C)c(=O)c2c1c1ccccc1n2C)OCC	2	1.0	-2	·	-1	-0.8	-3	-18	13	-0.8
Cc1ccc(C(=O)OC(C)C(=O)NC2CCCCC2C)s1 (stereo unspecified)	-2	2.9	0	-0.6	1	2.0	-2	-11	15	3.0
COC(=O)CC1C(=O)NCCN1C(=O)c1cc(OC)c(OC)cc1OC (stereo unspecified)	0	-1.6	-2	-0.6	-1	-0.7	2	-10	23	0.0
CCc1ccc(NC(=S)N(CCCN2CCN(C)CC2)Cc2cccs2)cc1	·	2.8	7	-0.5	-8	4.8	-1	-8	4	2.1
Cc1cccc(Cn2c(=O)n(-c3ccc(CC(=O)NCc4ccco4)cc3)c(=O)c3sccc32)c1	-6	3.8	-6	-0.3	5	0.2	2	7	2	-1.5
COc1cc(/C=C2\OC(=O)c3c(OC)cccc32)ccc1O	·	-0.2	-48	2.6	3	5.3	-3	-4	43	1.0
O=C(/C=C/c1ccc([N+](=O)[O-])cc1)NCc1ccccn1	·	3.2	13	0.2	0	3.2	0	6	6	0.5

# Shown with each value named: entries from further up.
COc1ccc(OC)c(S(=O)(=O)NC(C)c2ccc(-n3ccnc3)cc2)c1 (stereo unspecified)
  Wnt bcat act: 2	phage Ecoli inh: 1.0	Rtt109 Vps75: 1	CAL PDZ FP: -0.8	Tat transport: 3	AddAB inh: 2.2	DAGLB inhibitor: 2	PvdQ inh: -11	PfHsp90 set2: -5	E coli growth: 0.3
COc1cc([N+](=O)[O-])ccc1-c1ccc(/C=N/NC(N)=O)o1
  Wnt bcat act: 6	phage Ecoli inh: -2.2	Rtt109 Vps75: -6	CAL PDZ FP: 10	Tat transport: 16	AddAB inh: 0.8	DAGLB inhibitor: -1	PvdQ inh: -15	PfHsp90 set2: -29	E coli growth: 0.3
